FLuc counter – counter-screen for miR-21 project: firefly luciferase inhibitors or activators | AID 588342 | purified FLuc, Km substrates, luminescence inhibition | Potency, µM (highest dose often 57.5 µM), for inactives: at the highest dose activity change, negative = inhibition, usual class: inhibitors | 6.9% of 360,000 active;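 also: potency is read from the fitted curve at half-maximal effect; plate controls were vehicle for no effect and reference inhibitor for full effect; nearly all actives have a fitted effect of over 55% in size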
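Biochemical qHTS of compounds, final roughly 60 µM downward over six points, against 10 nM purified firefly luciferase using Km concentrations of substrates (10 uM D-luciferin, 10 uM ATP) in Tris acetate pH 7.5 buffer; luminescence output.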
Rab9 prom act – Rab9 promoter activation; Huh7 Rab9 promoter-luciferase reporter, luminescence, 24 h; Potency, µM (highest dose often 9.22 µM), for inactives: at the top dose activation, negative = inhibition, most hits filed as activators; 2.8% of 320,000 active; AID 485297; also: potency is read from the fitted curve at half-maximal effect; % of control where 0% means no effect; nearly all actives have a fitted effect of over 60% in size
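Rab9 promoter-driven luciferase in stably transfected Huh7 cells; 1500 cells/well rested 2 h, exposed to compound in DMSO for 24 h at 37 °C, 5% CO2. Luminescence read 10 min after adding luciferase reagent at ambient temperature.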
RORg inh – ROR gamma (mouse) transcription inhibition; P51450; Drosophila S2 Gal4-RORgamma UAS-luciferase reporter, 20 h; Potency, µM (doses to about 53.6 µM), inactives show at the highest dose activity change, negative = inhibition, usual class: inhibitors; 5.4% of 310,000 active; AID 2551; also: potency is read from the fitted curve at half-maximal effect; % is scaled to controls: 0 for no effect and ±100 for the full control effect; nearly all actives have a fitted effect of over 60% in size
Target sequence (P51450 whole entry, looked up, the tested form may be a part): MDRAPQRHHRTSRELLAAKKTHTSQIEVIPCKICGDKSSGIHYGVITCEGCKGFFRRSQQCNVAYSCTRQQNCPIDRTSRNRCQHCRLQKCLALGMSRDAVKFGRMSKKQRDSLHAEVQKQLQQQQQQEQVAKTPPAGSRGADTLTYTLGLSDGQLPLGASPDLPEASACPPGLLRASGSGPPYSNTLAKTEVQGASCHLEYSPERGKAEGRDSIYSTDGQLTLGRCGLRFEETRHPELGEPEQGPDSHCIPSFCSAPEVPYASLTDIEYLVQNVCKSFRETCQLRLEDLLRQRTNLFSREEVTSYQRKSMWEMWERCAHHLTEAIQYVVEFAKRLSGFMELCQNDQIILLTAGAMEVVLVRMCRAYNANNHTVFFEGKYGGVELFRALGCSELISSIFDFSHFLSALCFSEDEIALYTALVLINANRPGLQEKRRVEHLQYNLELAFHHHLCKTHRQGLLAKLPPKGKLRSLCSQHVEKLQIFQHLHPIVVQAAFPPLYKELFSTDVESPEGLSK
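ROR gamma transcriptional activity was tracked as Gal4-UAS luciferase output in stably transfected Drosophila Schneider cells, with compound added 1 hr before 700 uM copper sulfate induction and a 20 hr ambient-temperature incubation.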
NPC1 prom act – NPC1 promoter activation. AID 485313. 2.4% of 320,000 active. Huh7 NPC1 promoter luciferase reporter, 24 h. Potency, µM (highest dose often 9.22 µM), without a hit: top-dose activation, hits mostly activators;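 also: potency is read from the fitted curve at half-maximal effect; % of control where 0% means no effect; nearly all actives have a fitted effect of over 60% in size; reporter is driven by a mutant NPC1 promoter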
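Huh7 cells stably carrying NPC1 promoter–luciferase, plated in Opti-MEM with 10% FBS for 2 h, were exposed to compound in DMSO for 24 h at 37 °C; luciferase reagent was added for 10 min and luminescence read.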
Gal4-VP16 FLuc – inhibits Gal4-VP16 luciferase reporter, ROR gamma counter-screen | Drosophila S2 Gal4-VP16 UAS-luciferase, luminescence, 20 h | AID 2546 | Potency, µM (series often up to 53.6 µM), for inactives: at the top dose activity, negative = inhibition, hits mostly inhibitors | 3.5% of 310,000 active;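 also: Gal4-VP16 expression switched on by copper sulfate through the metallothionein promoter; potency is read from the fitted curve at half-maximal effect; % is scaled to controls: 0 for no effect and ±100 for the full control effect; nearly all actives have a fitted effect of over 50% in size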
Mito fusion yeast – inhibitors of mitochondrial division or activators of mitochondrial fusion; S. cerevisiae fusion-defective mutant growth rescue, CellTiterGlo 48 h; Potency, µM (series often up to 46.1 µM), for inactives: at the highest dose growth rescue (activation), hits mostly activators; 0.23% of 320,000 active; AID 485298;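 also: potency is read from the fitted curve at half-maximal effect; % of control where 0% means no effect; nearly all actives have a fitted effect of over 45% in size; temperature-sensitive fusion mutants such as fzo1-1 at 37 °C on non-fermentable ethanol glycerol medium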
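Growth-rescue viability read-out: after 48 h at the non-permissive 37C in glycerol/ethanol YPEG, yeast mitochondrial fusion mutants are measured by CellTiterGlo luminescence; compounds (23 nl pinned per well) restoring growth score as division inhibitors or fusion activators.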
PKM2 activator – increases activity of human pyruvate kinase M2 | purified PKM2, Kinase-Glo ATP luminescence, activation; response scale: 0% is enzyme alone, no compound | Potency, µM (titrated, usually from 57.5 µM), inactives show at the top dose activation, hits mostly activators | 0.34% of 260,000 active | AID 1631; also: potency is read from the fitted curve at half-maximal effect; % is scaled to controls: 0 for no effect and ±100 for the full control effect; nearly all actives have a fitted effect of over 55% in size
Target sequence (P14618 whole entry, looked up): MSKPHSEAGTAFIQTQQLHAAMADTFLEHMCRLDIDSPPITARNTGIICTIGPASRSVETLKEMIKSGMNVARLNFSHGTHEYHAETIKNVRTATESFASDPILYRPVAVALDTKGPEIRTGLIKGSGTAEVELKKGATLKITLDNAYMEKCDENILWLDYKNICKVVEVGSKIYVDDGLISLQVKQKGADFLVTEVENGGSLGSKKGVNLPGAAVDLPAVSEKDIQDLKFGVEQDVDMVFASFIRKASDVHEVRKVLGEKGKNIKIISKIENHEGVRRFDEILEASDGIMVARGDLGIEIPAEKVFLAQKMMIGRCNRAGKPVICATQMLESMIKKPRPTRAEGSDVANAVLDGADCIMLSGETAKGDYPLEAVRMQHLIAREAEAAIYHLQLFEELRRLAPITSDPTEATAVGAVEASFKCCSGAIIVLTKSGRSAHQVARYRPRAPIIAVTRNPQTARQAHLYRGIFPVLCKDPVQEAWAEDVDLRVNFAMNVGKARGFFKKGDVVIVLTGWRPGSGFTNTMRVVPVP
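ATP formation by purified human PK-M2, quantified via coupled luciferase luminescence after 1 h at room temperature with 0.1 mM ADP and 0.5 mM PEP final.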
Menin MLL FP TR – displaces Texas Red mutant MLL peptide from human menin | Potency, µM (doses to about 61.6 µM), for the others: top-dose FP activity change, negative = inhibition, usual class: inhibitors | Menin + Texas Red MLL mutant peptide, fluorescence polarization | 0.23% of 270,000 active | O00255; active = well fitted inhibition curve with a large enough effect in the polarisation, with a control signal flat, not every such curve was filed as active; inconclusive = small, poorly fitted or top-dose-only effect, or effect the other way, or a change in a side signal; inactive = no such curve, though single readings can be large or run the other way; the % refers to the polarisation; also: potency is read from the fitted curve at half-maximal effect; % of control where 0% means no effect; many of its hits are not listed in these tables
KCNH2 3.1 block – KCNH2 3.1 (human) potassium channel inhibition; U2OS KCNH2 3.1, thallium flux FluxOr; active compounds read low; activity change, % (tested at about 1.8 µM); 0.95% of 340,000 active; AID 720553;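 active = maximum activity change below -70%; inconclusive = maximum activity change from -70% to -50%; inactive = maximum activity change above -50%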;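 also: thallium influx rate constant from kinetic fluorescence after stimulation buffer; % is scaled to controls: 0 for no effect and ±100 for the full control effect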
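FluxOr-based Tl+ influx in U2OS cells transduced with KCNH2 3.1 virus; rate constants normalized to DMSO controls.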
MBNL1-CUG inh – inhibitors of human MBNL1 binding to CUG repeat RNA; TR-FRET MBNL1-His/biotin-(CUG)12 binding, 665/545 ratio; Q9NR56; AID 2675; 0.036% of 280,000 active; Potency, µM (top dose mostly 57.5 µM), inactives show top-dose activity change, negative = inhibition, hits mostly inhibitors; active = well fitted inhibition curve with a large enough effect in the signal ratio, with a control signal flat, not every such curve was filed as active; inconclusive = small, poorly fitted or top-dose-only effect, or effect the other way, or a change in a side signal; inactive = no such curve, though single readings can be large or run the other way; the % refers to the signal ratio; also: potency is read from the fitted curve at half-maximal effect; % is scaled to controls: 0 for no effect and ±100 for the full control effect
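Inhibition of protein-RNA binding appears as loss of TR-FRET between terbium anti-His antibody on MBNL1-His and streptavidin-XL665 on biotin-(CUG)12. Activity is normalized to buffer-only and uninhibited-complex controls.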
ELG1 DNA repair – ELG1-dependent DNA repair inhibition. HEK293T ELG1-luciferase reporter, luminescence, 16 h; DNA damage induced by 5-fluorouridine. Potency, µM (doses to about 46.1 µM), for the others: at the highest dose activity change, negative = inhibition, usual class: inhibitors. 2.3% of 330,000 active; also: potency is read from the fitted curve at half-maximal effect; % is scaled to controls: 0 for no effect and ±100 for the full control effect; nearly all actives have a fitted effect of over 55% in size
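In this reporter screen, reduction of luminescence relative to DMSO vehicle indicated activity. Compounds and 5-fluorouridine were added together to 2,000 cells per well, incubated for 16 hr at 37 °C, then developed with ONE-Glo.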
Starred values were filed as active, the others as inactive; ? = inconclusive; nt = not tested or not shown; & = joins results of further samples; [ ] = remark or other dose. Unless noted, calls follow the shape of the dose curve; as a rule, active = well fitted curve in the direction sought with a large enough effect; inconclusive = small, poorly fitted or top-dose-only effect, or another doubt; inactive = no such curve, though single readings can be large; an effect the other way counts as inactive or inconclusive. A portion of the library; count on the stated rates, not on these rows.

SMILES | FLuc counter | Rab9 prom act | RORg inh | NPC1 prom act | Gal4-VP16 FLuc | Mito fusion yeast | PKM2 activator | Menin MLL FP TR | KCNH2 3.1 block | MBNL1-CUG inh | ELG1 DNA repair
C=CCC1(CN2CCCC2=O)C(=O)NC(=O)NC1=O | 0% | -21% | 5% | 0% | -11% | -1% | 4% | -5% | -9 | 4% | 4%
COC(=O)C1=C(c2cccc(OCc3ccccc3)c2)C[C@@H]2CC[C@H]1N2C(=O)NCc1ccc(N(C)C)cc1 | 2% | -5% | nt | -8% | nt | 23% | nt | nt | 12 | nt | ?
CCCn1c(C)cc(C=O)c1C | -1% | -2% | 18% | -8% | -7% | 1% | 0% | 0% | -2 | nt | -19%
Cn1c(O)c(/C=N/c2ncccn2)c(=O)n(C)c1=O | 4% | -1% | 16% | 2% | -1% | -2% | 0% | 2% | 14 | 8% | -13%
COc1ccc(C2SCC(=O)Nc3c2c(C)nn3C2CCOC(C)(C)C2)cc1OC (stereo not given) | 2% | 6% | -9% | -2% | 2% | 10% | 26% | -8% | 1 | -7% | -5%
COc1cc2c(c(OC)c1OC)-c1ccc(O)c(=O)cc1C(NC(C)=O)CC2 (stereo not given) | -2% | -27% | -8%&-30% | -11% | -2%&-4% | 2% | nt | -11%&-1% | 1 | ? | ?
Oc1cc2c(cc1CN1CCN(c3ccc(F)cc3)CC1)OCO2 | 1% | -2% | -10% | -3% | -4% | 1% | nt | -8% | -2 | -1% | -4%
CCCCn1c(O)c(C=NC2CC3CCC2(C)C3(C)C)c(=O)[nH]c1=O (stereo not given) | ? | -1% | -12% | 0% | 6% | -1% | -1% | ? | -8 | -3% | -6%
N#CC(C#N)=C(C#N)c1ccc(Nc2ccccc2)cc1 | ? | -2% | ? | 7% | 14µM* | 2% | -12% | ? | -5 | 1% | -13%
CN1CCN(Cc2ccccc2C(F)(F)F)CC1 | 0% | 3% | -17% | 1% | -8% | -2% | -8% | 10% | 9 | -7% | 4%
COc1ccc(CCNC2CCCCCC2)cc1 | 0% | -9% | 1% | -1% | 0% | -4% | 0%[11.5 µM] | -4% | -3 | -3% | -3%
CC(NC1=NCCS1)c1ccccc1 (stereo not given) | -1% | 1% | -11% | -3% | -3% | 0% | -11% | 3% | 13 | 1% | 5%
CCCCCCNC(=O)N[C@@H](Cc1ccc(O)cc1)C(=O)NCCC[C@H]1CN2C(=NC[C@H]2C)N1CC1CCC1 | ? | 17% | -1% | 16% | -2% | 0% | -1% | nt | -4 | 4% | ?
COCCNC(=O)c1c(N)n(Cc2ccco2)c2nc3ccccc3nc12 | -1% | 1% | ? | 3% | 1% | 3% | 12% | 0% | -5 | ? | 13µM*
O=C(O)c1sc2cc(Cl)ccc2c1Cl | ? | -6% | -8% | -1% | -1% | 1% | 0% | nt | nt | 16% | 10%
COC(=O)C(O)(c1ccc(N(C)C)cc1)C(F)(F)F (stereo not given) | 4% | -6% | -8% | -4% | -6% | 9% | -10% | 14% | -22 | -3% | 0%
O=[N+]([O-])c1cc(F)c(N2CCCCC2)cc1Br | -12% | -5% | 3% | -7% | -1% | 1% | -6% | nt | 12 | 20% | 19%
COc1ccccc1N1C(=O)NC(=O)/C(=C/c2ccc3c(c2)Cc2ccccc2-3)C1=O | ? | -1% | -33% | -1% | ? | 2% | 5% | 8% | nt | nt | ?
C#CCOC(=O)C1=CCCN(C)C1 | 3% | 6%[46.1 µM] | 8% | 13%[46.1 µM] | 19% | -3%&-1% | nt | -2% | -1 | nt | 25%
Cn1c(O)c(/C=C2/C=CC=N2)c(=O)[nH]c1=O | -3% | -5% | 16% | -9% | -11% | 5% | 1% | nt | 4 | nt | -12%
C[C@]12C=CC(=O)C=C1CC[C@@H]1C2CC[C@]2(C)OC(=O)CCC12 (stereo not given in full) | 0% | -4% | 26%&7% | 3% | 0%&0% | -9% | nt | 0%&28% | 14 | 0% | 5%
CCC[N+]12CCC(CC1)C(C(O)(c1ccccc1)c1ccccc1)C2 (stereo not given) | -1% | -4% | 10% | 2% | 3% | -6% | -4% | nt | 15 | -2% | -1%
CCCCCCC1CC(C)(C(=O)CNc2nncs2)OC1=O (stereo not given) | 2% | -1% | ? | 0% | -12% | 9% | 10% | 6% | -7 | -7% | 1%
Cc1ccc2c(c1)c(C1=c3ccccc3=NC1=O)c(O)n2C | -14% | 5% | 7.1µM* | -2% | 3.5µM* | -25% | 3% | -19% | 4 | 7% | 1%
ClC1=CCC2CN(CCN3CCCCC3)CC2C1 (stereo not given) | 6% | -4% | -3% | -6% | -2% | 0% | 0% | 4% | 10 | -2% | 0%
Cn1c(O)c(C2=NNC(c3ccc(Cl)cc3)C2)c(=O)n(C)c1=O (stereo not given) | 9.5µM* | 2% | 7.1µM* | 1% | 5µM* | 0% | -8% | nt | -2 | nt | ?
COC(=O)C1=C(c2cccc(OCc3ccccc3)c2)C[C@@H]2CC[C@H]1N2C(=O)NCc1ccc2[nH]ccc2c1 | 1% | -7% | nt | -2% | nt | 11% | nt | nt | -26 | nt | ?
O=C1C(=O)N(c2nccs2)C(c2ccccc2)/C1=C(\O)c1ccc2c(c1)OCCO2 (stereo not given) | -16% | -27% | 3% | -30%[inhibitor] | -2% | -1% | nt | nt | nt | ? | -1%
O=C(C[N+]12CCC(CC1)C(C(O)(c1ccccc1)c1ccccc1)C2)c1ccc(Br)cc1 (stereo not given) | 0% | -11% | 38% | -4% | -6% | 3% | -10% | nt | -41 | 1% | -1%
C=C(C)CSc1nnc([C@@H](N)Cc2ccccc2)o1 | -4% | 0% | ? | 11% | -26% | -1% | -10% | nt | 18 | nt | ?
CC1CC(C)CN(C(=O)COC(=O)c2cn(C)c3ccccc23)C1 (stereo not given) | -17% | -2% | nt | 4% | nt | 3% | nt | nt | 6 | nt | 1%
CCCCCCCCN=Cc1c(O)[nH]c(=O)[nH]c1=O | 0% | -1% | 0% | 0% | -3% | -3% | 3% | nt | -8 | -10% | 0%
CNC(=O)Oc1cccc(-c2cn3cc(OC(=O)NC)ccc3n2)c1 | 3.8µM* | ? | ? | 3.5µM* | ? | -4% | -22% | -14% | 4 | ? | ?
CCOc1ccc(-n2c(-c3cccs3)nc3ccccc3c2=O)cc1 | 0% | -2% | -10% | -3% | 6% | 3% | -1% | -12% | 13 | 7% | -6%
CCCCCCOc1ccc(CN2CCN(C)CC2)cc1 | 6.7µM* | ? | -27% | ? | -17% | -10% | -2% | -1% | 0 | -3% | ?
COC(=O)C1=C(c2ccc(F)cc2F)C[C@@H]2CC[C@H]1N2C(=O)N1CCCC1 | 12% | 0% | nt | -4% | nt | 5% | nt | nt | 7 | nt | 4%
CC(C)(Cl)[N+](=O)[O-] | 0% | 2% | 23% | 1% | 0% | -12% | nt | nt | -5 | nt | 15%
CC(C)c1ccc(C(O)P(=O)(OCc2ccccc2)c2ccc(N(C)C)cc2)cc1 (stereo not given) | 1% | -2% | 41% | 0% | -8% | 15% | 0% | nt | -5 | -5% | ?
CCN1CCN(Cc2cc(Br)cc(OC)c2O)CC1 | 5% | -4% | 0% | -3% | 0% | -3% | -2% | -6% | 4 | -6% | 5%
O=C(COc1ccc2c3c(c(=O)oc2c1)CCC3)N1C[C@H]2C[C@@H](C1)c1cccc(=O)n1C2 | 0% | -6% | -17% | -4% | 2% | -1% | 3% | 1% | -4 | -5% | 7%
O[C@H]1C2CCC1C(N1CCCCC1)CC2 (stereo not given in full) | 1% | -4% | -14% | -4% | -4% | -2% | -31% | -3% | 9 | 4% | 2%
Nc1ccc(Br)cc1C(=O)c1ccccc1 | -19% | -12% | -26% | -2% | -13% | 12% | -1% | 10% | 5 | 6% | 0%
c1ccc(CN2CCc3nc4ccccc4cc3C2)cc1 | 12µM* | ? | 5% | ? | 6% | 14% | nt | ? | -3 | 2% | ?
CCCN1CCC2(CC1)NC(CO)(CO)CO2 | ? | -6% | -25% | 0% | 5% | -3% | -4% | 27% | -5 | 1% | 0%
COC(=O)C1=C(c2ccc(F)cc2OCc2ccccc2)C[C@@H]2CC[C@H]1N2C(=O)NCCN1CCOCC1 | 4% | -10% | nt | 0% | nt | -11% | nt | nt | 14 | nt | 11%
O=C(N/N=C/c1c(O)n(C2CCCCC2)c(=S)[nH]c1=O)c1ccccc1O | 15µM* | 7% | 4µM* | 1% | 3.2µM* | -20% | nt | ? | -4 | -2% | ?

Screens deposited in PubChem BioAssay by National Center for Advancing Translational Sciences (NCATS).
